IEC-6 tox: cytotoxicity in IEC-6 intestinal epithelial cells, primary screen, cytotoxicity control for KLF5 inhibitor project, cell-based, luminescence | IEC-6 cytotoxicity, luminescence viability | inhibition, % at 5 µM | actives 0.78% (n = 290,000) | AID 1825, 2009; in the data active = inhibition above about 22%;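 note: 0% = plate median of test compound wells and 100% = cytotoxic reference compound wells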
Platelet DG rel: inhibitors of platelet dense granule secretion, primary screen, cell-based, MLPCN, human platelets; inhibition, %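 (compounds screened at 7.5 µM in platelet-rich plasma)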; AID 1663, 2009; human platelet-rich plasma, SFLLRN dense granule ATP release, luminescence; actives 0.22% (n = 300,000);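 active = mean replicate score, as percent of positive control, at or above 50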
HDAC3 inh: HDAC3 deacetylase inhibitors, primary screen, biochemical, fluorescence, cell-free homogeneous | inhibition, % at 8.3 µM | recombinant HDAC3, fluorogenic peptide/trypsin coupled | actives 0.15% (n = 320,000) | Histone deacetylase 3 (Homo sapiens), O15379; in the data active = inhibition above about 26%, passing the limit was not always enough
Target sequence (O15379 whole entry, looked up): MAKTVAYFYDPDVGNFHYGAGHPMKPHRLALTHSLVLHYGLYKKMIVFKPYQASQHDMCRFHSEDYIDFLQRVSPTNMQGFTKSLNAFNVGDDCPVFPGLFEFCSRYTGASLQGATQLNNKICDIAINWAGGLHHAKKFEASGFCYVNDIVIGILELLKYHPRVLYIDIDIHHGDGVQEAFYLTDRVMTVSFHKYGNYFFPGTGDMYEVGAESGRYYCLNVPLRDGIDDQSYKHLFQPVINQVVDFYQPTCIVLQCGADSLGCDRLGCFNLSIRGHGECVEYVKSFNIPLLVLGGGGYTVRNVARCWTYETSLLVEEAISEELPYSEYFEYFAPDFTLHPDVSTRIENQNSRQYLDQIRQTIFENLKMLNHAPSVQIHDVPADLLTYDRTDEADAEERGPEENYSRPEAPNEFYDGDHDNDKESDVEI
HIF activator: HIF pathway transcriptional activators, primary screen, cell-based, U2OS HRE-luciferase, luminescence; U2OS HRE-luciferase reporter; normalized: DMSO 0%, desferrioxamine 100%; activation, % at 7.5 µM (by protocol); actives 0.32% (n = 300,000);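 active = mean activation of at least 10% of the iron chelator positive control signal, with at least half of replicates also reaching 10%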
HSF1 inh: HSF1 inhibitors in luciferase reporter cells, primary screen, cell-based, NIH3T3, luminescence | NIH3T3-HGL HSE-luciferase, MG132-induced, luminescence 8 h; active compounds read low | activity change, negative = inhibition, % at 7.5 µM (by protocol) | actives 0.77% (n = 300,000);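 active = more than half of replicate wells show activity change below -50%, luminescence cut by over half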;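 note: luciferase reports HSF-1 transcriptional activity via heat shock element; 0% = median of DMSO wells and -100% = zero luminescence signal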
HSP90 refold inh: HSP90 inhibitors, primary screen, cell lysate, luminescence. Heat shock protein HSP 90 (rabbit reticulocyte lysate; luciferase refolding). Rabbit reticulocyte lysate, luciferase refolding luminescence, 3 h. actives 0.91% (n = 290,000). inhibition, % at 5.6 µM;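 active = inhibition above the screen-wide mean plus 3 SD, computed separately per campaign, cut at about 16% in these data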;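 note: 0% = DMSO wells and 100% = 60 µM geldanamycin wells; inhibitors lower the luminescence because luciferase stays unfolded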
AI-2 QS modul: Vibrio harveyi AI-2 quorum sensing modulators, primary screen, JMH597 strain, luminescence/OD600 ratio; Vibrio harveyi JMH597 AI-2 luminescence/OD600 ratio, 9 h; active compounds read low; strain lacks LuxN and CqsS sensors; 0 = neutral-control median; activity change, % at 7.5 µM; actives 0.4% (n = 300,000); AID 2094, 2009; in the data active = activity change below about -75%, passing the limit was not always enough;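 note: luminescence divided by OD600 gain over 9 h not by final OD600 alone; inactives centre near 13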
KLF5 inhibitor: KLF5 expression inhibitors, primary screen, DLD-1 cells, luminescence | AID 1700, 2009 | inhibition, % at 5 µM | actives 0.23% (n = 290,000) | DLD-1 KLF5 promoter-luciferase reporter;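 active = inhibition above a per-plate limit of that plate's mean compound inhibition plus 3 SD, cut at about 60% in these data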;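 note: 0% = DMSO wells and 100% = LY294002 at 200 µM; higher means less KLF5 promoter-driven luciferase light; inactives centre near -14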
HSF-1 act: HSF-1 activators, primary screen, NIH3T3-HGL cells, MG132 stress, luminescence, single point; activation, % at 9 µM; NIH3T3-HGL HSF-1 luciferase reporter, 8 h; 100% = twice DMSO control signal; actives 1.7% (n = 300,000);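 active = mean replicate activation of at least 50% with a set share of replicates each reaching 50%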;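 note: 0% = median of the neutral control wells and 100% = twice that signal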
aSyn 5UTR inh: MLPCN primary screen, SNCA 5' untranslated region. alpha-synuclein 5'UTR reporter, inhibitor activity. inhibition, % (tested at 7.5 µM). actives 0.82% (n = 300,000); in the data active = inhibition above about 60%;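 note: H4 neuroglioblastoma cells stably carrying SNCA 5'UTR luciferase fusion; 0% = DMSO wells and 100% = positive control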
Starred values were filed as active, the others as inactive; x = no result given. An unsorted share of the library; about 5% have a hit in one of these screens.

#1 CC(=O)c1ccc(N2CCN(C(=O)CCNC(=O)Cn3ccc4ccccc4c3=O)CC2)cc1
#2 C[n+]1ccccc1C1CCCC/C1=N\Nc1ccc([N+](=O)[O-])cc1[N+](=O)[O-] (stereo not drawn)
#3 CC(C)CSc1nnc2c(n1)[nH]c1ccccc12
#4 Nc1ccc2nc(-c3ccccn3)[nH]c2c1
#5 O=C(NC1CCCCC1NC(=O)c1ccco1)c1ccco1 (stereo not drawn)
#6 CC1CCN(Cc2cc(=O)oc3cc4c(cc23)CCCC4)CC1
#7 O=c1cc[nH]c2ccc(Cl)cc12
#8 O=C(CN1CCCCC1)N1c2ccccc2Sc2ccc(C(F)(F)F)cc21

compound no.	1	2	3	4	5	6	7	8
IEC-6 tox	3	-4	2	3	-1	-1	5	-2
Platelet DG rel	-4	2	0	10	-2	-2	6	x
HDAC3 inh	8	15	-6	11	-2	1	9	3
HIF activator	-0.7	-0.3	2.9	1.1	0.1	-0.1	-1.8	x
HSF1 inh	-1	2	22	-57*	1	9	-38	x
HSP90 refold inh	-6	3	0	1	0	8	-2	1
AI-2 QS modul	32	20	18	46	5	5	8	x
KLF5 inhibitor	-4	-6	-168	-146	-22	-58	3	-31
HSF-1 act	8	11	59*	-55	14	5	-52	x
aSyn 5UTR inh	-7	17	-13	-161	12	-9	16	x

Whole records from above. Order of screens: IEC-6 tox	Platelet DG rel	HDAC3 inh	HIF activator	HSF1 inh	HSP90 refold inh	AI-2 QS modul	KLF5 inhibitor	HSF-1 act	aSyn 5UTR inh
O=C(NC1CCCCC1NC(=O)c1ccco1)c1ccco1 (stereo not drawn) in the list: -1	-2	-2	0.1	1	0	5	-22	14	12
C[n+]1ccccc1C1CCCC/C1=N\Nc1ccc([N+](=O)[O-])cc1[N+](=O)[O-] (stereo not drawn) in the list: -4	2	15	-0.3	2	3	20	-6	11	17
CC(C)CSc1nnc2c(n1)[nH]c1ccccc12 in the list: 2	0	-6	2.9	22	0	18	-168	59*	-13
O=c1cc[nH]c2ccc(Cl)cc12 in the list: 5	6	9	-1.8	-38	-2	8	3	-52	16
CC1CCN(Cc2cc(=O)oc3cc4c(cc23)CCCC4)CC1 in the list: -1	-2	1	-0.1	9	8	5	-58	5	-9

Going on with the list:
#9 COc1ccc(N2CCN(Cc3cc(=O)oc4ccc5ccccc5c34)CC2)cc1
#10 Cc1ccccc1Nc1nc(N)nc(COC(=O)C(NC(=O)c2ccco2)C(C)C)n1 (stereo not drawn)
#11 COc1ccc(CCNC(=O)Cn2cc(C(F)(F)F)cc(Cl)c2=O)cc1OC
#12 O=S(=O)(c1ccc(Br)cc1Cl)N1CCN(CCO)CC1
#13 CC1CCCC(C)N1CC(O)COCC1COc2ccccc2O1 (stereo not drawn)
#14 O=C(Nc1ccccc1-c1ccccc1)C1CCCN(c2ncccn2)C1 (stereo not drawn)
#15 Cc1ccc(Nc2nc(Cl)c(C=O)s2)cc1Cl
#16 CCN(CC)Cc1c(C(=O)N/N=C/c2ccccn2)nnn1-c1nonc1N

compound no.	9	10	11	12	13	14	15	16
IEC-6 tox	1	5	0	4	1	2	-5	-4
Platelet DG rel	-2	-6	4	4	1	-1	5	-18
HDAC3 inh	-1	-5	-9	1	0	-3	5	4
HIF activator	-6.1	0.2	0.0	-0.1	-0.6	-0.4	4.4	-0.2
HSF1 inh	-1	-1	-7	-2	1	-7	11	0
HSP90 refold inh	-1	1	3	-1	0	-4	-4	2
AI-2 QS modul	16	6	15	13	-2	7	10	10
KLF5 inhibitor	-16	-10	-17	0	-8	-8	-32	-5
HSF-1 act	-6	4	6	11	4	13	35	5
aSyn 5UTR inh	2	17	20	16	-3	5	-115	-11

#17 O=C(NNC(=S)NC(=O)c1ccc(F)cc1)c1cccnc1
#18 COc1ccccc1NC(=O)CCc1c(C)[nH]c(=O)c(C#N)c1C
#19 CN(C)S(=O)(=O)c1ccc(NC(=O)N2CCOCC2)cc1
#20 O=C(OCc1cncs1)c1cccs1
#21 NS(=O)(=O)c1ccc(CCNC(=O)c2ccco2)cc1
#22 OCC1CCCCN1CC(O)COC(c1ccc(F)cc1)c1ccc(F)cc1 (stereo not drawn)
#23 COc1ccc(CN(C(=O)c2cnccn2)C(C(=O)NC(C)(C)C)c2cc(OC)c(OC)c(OC)c2)cc1 (stereo not drawn)
#24 Cc1cc(C(F)(F)F)nn1Cc1ccc(C(=O)NCc2ccco2)o1

compound no.	17	18	19	20	21	22	23	24
IEC-6 tox	-7	-4	-3	2	3	2	7	6
Platelet DG rel	2	40	-9	-3	6	-6	8	4
HDAC3 inh	-5	2	5	12	-3	-4	4	3
HIF activator	0.1	-0.2	-0.4	0.8	-0.5	-9.4	0.0	0.2
HSF1 inh	2	-2	-5	6	-15	3	6	-2
HSP90 refold inh	-2	1	-1	2	1	1	1	0
AI-2 QS modul	23	13	12	12	19	15	14	2
KLF5 inhibitor	-11	5	-1	-13	2	-14	3	-37
HSF-1 act	0	-22	2	20	-7	9	9	-2
aSyn 5UTR inh	-17	5	-29	8	10	-6	6	4

#25 O=C(Cn1nnc(-c2ccccc2F)n1)Nc1ccc2c(c1)OCO2
#26 COc1ccccc1/C=C/c1nc(C#N)c(N(C)C)o1
#27 COc1ccc(Cn2c(C)c(C)c(C#N)c2NC(=O)Nc2cccc(Cl)c2)cc1
#28 COCCN1CCN(C(=O)C2CCC(=O)N(CCc3ccc(Cl)cc3)C2)CC1 (stereo not drawn)
#29 COc1ccc(C(=O)n2nc(-c3ccc(C)cc3)nc2N)cc1OC
#30 O=C(O)c1nn(CC(=O)N2CCN(c3ccccc3)CC2)c(=O)c2ccccc12
#31 CCOC(=O)C(Cc1ccccc1)C(=O)Nc1ccc(NC(=O)C(Cc2ccccc2)C(=O)OCC)cc1 (stereo not drawn)
#32 Cc1cccc[n+]1CC(=O)c1ccc2c(c1)OCCO2

compound no.	25	26	27	28	29	30	31	32
IEC-6 tox	3	5	-5	-2	-4	9	-3	4
Platelet DG rel	0	0	-2	5	5	15	-3	-1
HDAC3 inh	-1	-4	-4	4	10	-3	-1	4
HIF activator	0.0	4.2	-1.2	0.0	0.2	-0.9	-1.2	0.3
HSF1 inh	11	34	11	-5	1	-4	7	-9
HSP90 refold inh	1	-2	-1	-5	-2	2	1	-5
AI-2 QS modul	-9	24	39	16	9	9	42	19
KLF5 inhibitor	-10	1	-11	-23	-46	-4	-35	-13
HSF-1 act	8	26	20	-1	-1	5	-12	18
aSyn 5UTR inh	11	-196	8	-7	-12	-16	14	7

#33 CC(C)(C)C(=O)NC(c1ccccc1)c1c(O)ccc2ccccc12 (stereo not drawn)
#34 CCOC(=O)c1oc2ccccc2c1COC(=O)CNC(=O)c1cc(OC)c(OC)c(OC)c1
#35 CCC(C(=O)Nc1cccc(OC)c1)n1nc(C)c2c(C)n(-c3ccccc3)nc2c1=O (stereo not drawn)
#36 COc1ccc(C2/C=C\CN(C(=O)c3ccc(C)cc3)[C@H](Cc3ccccc3)C(=O)N2Cc2ccc(F)cc2)cc1 (stereo partly drawn)
#37 CCC(=O)Nc1ccc2c(c1)nc(CN1CCCCC1)n2C
#38 COCCn1c(SCC(=O)Nc2nc(C)cs2)nnc1C(C)C
#39 COc1c(Cl)cc(Cl)cc1/C=C/C(=O)c1ccc(NC(=O)c2cccs2)cc1
#40 C/C(=N\NC(=O)CNc1cccc2ccccc12)c1ccccc1

compound no.	33	34	35	36	37	38	39	40
IEC-6 tox	0	x	3	x	-1	2	7	4
Platelet DG rel	1	-2	-5	3	6	3	-3	0
HDAC3 inh	-4	-8	0	-18	8	0	10	-4
HIF activator	1.2	0.3	0.8	-0.1	0.0	-0.4	0.2	-0.2
HSF1 inh	25	-2	-3	-15	1	-7	76	10
HSP90 refold inh	0	x	-4	x	3	4	-2	0
AI-2 QS modul	9	28	10	8	22	6	18	33
KLF5 inhibitor	-52	x	-21	x	15	-25	-22	-11
HSF-1 act	44	-13	-11	x	21	7	115*	15
aSyn 5UTR inh	24	9	4	27	-1	10	-115	-35

#41 CCOP(=O)(c1ccccc1)C1(C#N)CC1 (stereo not drawn)
#42 O=C(COC(=O)c1cc(=O)[nH]c2ccccc12)Nc1nc(-c2ccccc2)cs1
#43 CC(C)c1ccc(C(=O)NCCCN(C)C)cc1
#44 CS(=O)(=O)c1ccccc1-c1nnc(NC(=O)COc2ccc(Cl)cc2)o1
#45 CCCn1c(SCC(=O)N2CCOCC2)nnc1-c1ccncc1
#46 COc1ccccc1N1CCN(C(=O)c2cccc(Oc3ccccc3)c2)CC1
#47 COc1ccccc1CNC(=O)Cn1cc2c(n1)CCCC2
#48 [N-]=[N+]=NC[C@H](Cc1ccccc1)N1CC[C@@H](NC(=O)OCc2ccccc2)CCC1=O

compound no.	41	42	43	44	45	46	47	48
IEC-6 tox	-6	-5	8	x	-6	4	0	-8
Platelet DG rel	-9	-4	-1	1	8	-1	-11	4
HDAC3 inh	-5	11	1	x	2	5	0	2
HIF activator	0.0	1.0	-0.2	-0.3	0.1	-0.1	-0.1	-0.1
HSF1 inh	7	11	3	-4	-5	1	-2	-1
HSP90 refold inh	-1	2	4	x	-3	2	-5	-3
AI-2 QS modul	18	6	-4	45	23	1	12	10
KLF5 inhibitor	-20	-43	16	x	-31	-30	-14	9
HSF-1 act	21	26	-2	-7	-4	-6	22	2
aSyn 5UTR inh	-5	-73	-3	0	2	11	-27	-19

#49 CCCCCCCn1ccc(O)c(CC(=O)OC)c1=O
#50 COc1cccc(C(=O)NN2CC(O)=C(c3nc4ccccc4s3)C2=N)c1
#51 C[n+]1cn(Cc2cc(Cl)ccc2OC(F)F)c2ccccc21
#52 CC(C)(C)c1csc(Sc2ncccc2[N+](=O)[O-])n1
#53 Cc1ccc(C)c(NC(=O)Cc2coc3cc4c(cc23)CCC4)c1
#54 CC(C)(C)c1ccc(/C=C/C(=O)Nc2nncs2)cc1
#55 O=C(c1cccs1)N1CCN(C2CCN(Cc3ccccc3)CC2)CC1
#56 CCOC(=O)Cc1c(Cl)c2ccccc2[nH]c1=O

compound no.	49	50	51	52	53	54	55	56
IEC-6 tox	-2	-3	-1	0	4	5	1	-1
Platelet DG rel	2	5	0	-16	24	27	15	1
HDAC3 inh	-1	-6	3	x	2	7	-5	6
HIF activator	-0.5	-1.0	-1.0	0.4	-0.2	2.7	-0.2	-0.1
HSF1 inh	-3	8	5	13	-10	14	-8	-6
HSP90 refold inh	2	0	-2	1	-6	-5	3	-2
AI-2 QS modul	12	-1	13	25	7	16	-1	32
KLF5 inhibitor	2	-9	-25	-16	-12	-58	-1	8
HSF-1 act	2	-5	7	22	-30	26	0	2
aSyn 5UTR inh	-13	14	-11	-56	2	-88	-1	-1

Source: PubChem
